Bioassay records: PubChem BioAssay, Broad Institute
GSIS activator = primary screen for activators of insulin secretion dependent on glucose, INS-1E cells, GLuc reporter luminescence. INS-1E GLuc reporter insulin secretion, 2-3 h. activation, % at 16.6 µM. 370,000 compounds, 0.61% hits. AID 743287;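 active = lowest replicate activation of at least 40%, so every replicate reaches that level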;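 also: 0% = median of neutral control wells and 100% = median of IBMX positive control wells; some compounds called inactive have numbers as strong as hits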
PAX8 inh HTS = inhibitors of PAX8 transcriptional activity in RMG-I cells; inhibition, % at 12.6 µM; 360,000 compounds, 1.2% hits; RMG-I TPO-luciferase reporter, SteadyGlo, 24 h; AID 652154;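 active = mean replicate inhibition at least 60% with every replicate also reaching 60%; inconclusive = only one of the two criteria is met; inactive = mean below 60% and not all replicates reaching 60%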;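 also: luciferase light reporting Pax8 driven TPO promoter activity; plate controls were median of neutral control wells for no effect and mitoxantrone controls for full effect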
DENV2 CPE rescue = protects cells from dengue virus 2 cytopathic effect | AID 651640 | CPE inhibition, % at 9.99 µM | DENV2-infected cells, cytopathic effect rescue, plate reader | 350,000 compounds, 1.7% hits; in the data active = CPE inhibition above about 20%, passing the limit was not always enough; inconclusive = no clear call, values can overlap the other calls; tested in BHK-21 cells;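 also: 0% = median of neutral control wells and 100% = median of positive control wells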
CFTR F508del cor = CFTR F508del correction in bronchial cells. activity (quench increase), % at 7.58 µM. CFBE cells, YFP halide quenching; stimulated with forskolin plus potentiator P3; % fluorescence drop versus neutral controls. 350,000 compounds, 0.36% hits;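 active = mean added fluorescence quench of at least 8% versus neutral control, with both replicates also reaching 8%; inconclusive = only one of the mean or replicate conditions met; inactive = mean below 8% and not both replicates reaching 8%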;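 also: cells transiently co-express mutant CFTR-F508del with the halide-sensitive YFP; corrector assay measuring rescue of mutant channel to the surface after 24 h compound exposure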
ERp5 block = blocks human ERp5 reductase activity on insulin | Q15084 | ERp5 insulin aggregation, absorbance 650 nm, 90 min | inhibition, % at 9.99 µM | 350,000 compounds, 0.05% hits | AID 651711;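 active = mean replicate inhibition above about 25%, with every replicate also reaching it, limit read from the data, passing the limit was not always enough; inconclusive = only one of those two criteria met; inactive = neither criterion met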
Target sequence (Q15084 whole entry, looked up): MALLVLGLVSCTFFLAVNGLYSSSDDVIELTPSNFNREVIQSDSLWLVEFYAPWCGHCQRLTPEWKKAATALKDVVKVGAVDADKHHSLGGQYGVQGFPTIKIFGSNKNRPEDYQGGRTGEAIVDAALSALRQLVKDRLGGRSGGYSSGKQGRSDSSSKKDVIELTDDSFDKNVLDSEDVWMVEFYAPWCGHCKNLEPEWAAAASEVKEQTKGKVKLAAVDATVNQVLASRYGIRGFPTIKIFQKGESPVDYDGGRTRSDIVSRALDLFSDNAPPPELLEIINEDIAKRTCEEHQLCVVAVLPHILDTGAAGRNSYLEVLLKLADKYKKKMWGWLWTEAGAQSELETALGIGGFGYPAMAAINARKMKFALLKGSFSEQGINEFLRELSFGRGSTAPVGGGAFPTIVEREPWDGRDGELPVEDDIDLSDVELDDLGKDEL
ARNT-TACC3 inh = ARNT/TACC3 interaction disruption. Q9Y6A5. AlphaScreen His-ARNT PAS-B/GST-TACC3 binding, luminescence; TACC3 fragment carries E629A point mutation. inhibition, % at 9.99 µM. 390,000 compounds, 0.66% hits. AID 623870;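 active = mean inhibition of replicates at least 50% and at least half of replicates each reaching 50%; inconclusive = half or more replicates reach 50% but mean below 50%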;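 also: 0% = complete ARNT plus TACC3 wells and 100% = ARNT alone without TACC3; many hits fall short of the cut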
XiGFP reactiv = activators of X-chromosome reactivation in mouse fibroblasts; XiGFP mouse fibroblasts, % GFP-positive cells imaging, 3 d; cells co-treated with 5-aza-dC sensitizer; scaled so ellipticine positive control = 100%; activation, % at 7.58 µM; 360,000 compounds, 0.055% hits;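 active = mean normalized replicate activation at least 10% and every replicate at or above 10%; inconclusive = only one of the two criteria met; inactive = mean below 10% and not all replicates reach 10%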;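 also: 0% = median of on-plate neutral control wells and 100% = ellipticine 6 µM median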
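Schedule: 3 d treatment, 15 min room-temperature fixation; system: 68-5-11 XiGFP fibroblast line; buffer or medium: DMEM plus 5-aza-dC sensitizer; control set: ellipticine 6 µM positive control; compound: one concentration, pinned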
EWS-Fli block = EWS/Fli transcriptional activity inhibition. A673 NR0B1-luciferase reporter, viability-normalised. inhibition, % at 12.6 µM. 350,000 compounds, 0.67% hits. AID 651661;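 active = mean inhibition of at least 50% after viability correction, with every replicate also passing that limit; inconclusive = mean reaches 50% but only one of two replicates passes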;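 also: firefly luciferase signal divided by Alamar Blue viability fluorescence both relative to DMSO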
Numbers without * were called inactive; ? = inconclusive; . = not tested or not shown. Hits appear at their usual frequency (roughly 4.2% active in at least one column).

SMILES	GSIS activator	PAX8 inh HTS	DENV2 CPE rescue	CFTR F508del cor	ERp5 block	ARNT-TACC3 inh	XiGFP reactiv	EWS-Fli block
CN(Cc1ccccc1)C(=O)c1[nH]cnc1C(=O)Nc1ccc(Br)cc1F	-28.9	0.5	-0.3	2.9	2.8	.	0.0	5.7
CCOC(=O)C(C)Sc1ncc(-c2ccccc2)cn1 (stereo not drawn)	-0.8	-3.3	-10.1	-3.0	5.5	-3.4	0.0	3.5
N#C[C@H]1[C@H](c2ccc(C#CC3CCCCC3)cc2)[C@H](CO)N1C(=O)Cc1ccccn1	-22.1	12.1	1.1	0.1	0.0	5.6	0.2	2.1
COc1ccc(S(=O)(=O)Nc2ccc3c(c2)CC(=O)N([C@H](C)CO)C[C@H](C)[C@@H](CN(C)S(=O)(=O)c2ccccc2)O3)cc1	-9.4	-3.9	1.9	-1.2	.	6.9	-1.2	9.6
CCNC(=O)C[C@@H]1CC[C@@H]2[C@H](COc3ccc(NC(=O)c4ccc(C(F)(F)F)cc4)cc3C(=O)N2C)O1	4.7	2.4	-1.2	4.8	1.4	1.6	0.3	-18.6
O=C1OC(c2ccccc2)=C/C1=C/c1cccs1	7.3	-21.1	4.1	-2.0	-0.1	6.4	-0.1	-3.4
Cn1c(SCc2cccc([N+](=O)[O-])c2)nc2ccccc2c1=O	.	15.5	-2.8	0.4	1.3	-23.8	-0.1	10.8
Cc1ccccc1NC(=O)Nc1ccc2c(c1)C(=O)N(C)[C@H]1CC[C@@H](CC(=O)NCC3CC3)O[C@@H]1CO2	-1.3	3.9	-2.0	-0.2	0.6	14.0	0.2	0.5
CCc1ccc(C2C(C#N)=C(N)N(N3CCOCC3)C3=C2C(=O)CC(C)(C)C3)s1 (stereo not drawn)	12.4	-13.1	6.0	-0.8	1.8	-5.2	0.0	-7.3
O=C(C1CCCC1)N1CCCCN2[C@H](CO)[C@H](c3ccc(C#CC4CC4)cc3)[C@H]2C1	.	-15.9	16.0	1.5	-1.6	-1.5	.	-18.3
COc1ccccc1NC(=O)Cc1csc(NC(=O)c2ccccc2)n1	2.4	4.1	-2.8	0.6	2.5	3.6	0.0	10.1
C/C(=N\O)C(C)(C)Nc1ccccc1F	-1.3	-15.6	?	-7.2	2.9	-5.8	0.0	1.2
CCCN1CCC(NC(=O)Nc2ccc([N+](=O)[O-])cc2)CC1	-1.5	1.9	.	-1.1	4.5	.	0.0	-2.2
NC(=S)Nc1cc(Cl)ccc1Cl	22.1	1.7	6.0	-0.3	3.4	-2.7	0.2	9.7
O=C(Nc1c(Br)cc2c(c1Br)Cc1cc([N+](=O)[O-])ccc1-2)C(Cl)Cl	-0.5	27.3	10.5	1.6	1.4	1.6	0.0	-4.2
O=C(Cn1nc(C(F)F)cc1C(F)F)NNC(=S)Nc1ccc([N+](=O)[O-])cc1	-15.2	17.1	-3.0	-0.5	-1.5	15.5	0.0	14.2
Cc1csc(N/N=C/c2ccccn2)n1	-1.0	-0.7	-1.4	1.5	4.9	59.0*	0.0	42.0
CSC1=C(C#N)C(c2ccncc2)C(C(=O)Nc2ccccc2)=C(C)N1 (stereo not drawn)	-42.7	4.3	-2.5	-0.5	0.1	0.0	0.0	-2.6
Cc1cc(C)c2oc(=O)cc(CN3CCCCC3)c2c1	5.5	1.2	-1.2	-2.5	1.3	1.9	-0.1	10.5
Cc1cc(C)c(NC(=O)CNC(=O)COC(=O)/C=C/c2cccs2)c(C)c1	9.3	9.9	3.2	-1.6	-2.5	3.0	0.2	-3.5
O=C(CN1CCN(C(=O)C2CCCO2)CC1)Nc1ccc(Cl)c(Cl)c1 (stereo not drawn)	-17.2	6.9	-0.9	-2.9	-0.4	.	0.0	-4.6
C[C@H](CO)N1C[C@H](C)[C@H](CN(C)C(=O)Nc2ccc(F)cc2)Oc2c(NS(=O)(=O)c3ccccc3)cccc2C1=O	-15.7	10.0	17.3	-1.0	2.7	2.2	0.3	-0.3
CN(C)C(=O)c1cc(C(=O)c2ccccc2C(F)(F)F)c[nH]1	19.3	6.0	16.8	-4.1	4.9	30.3	0.0	20.1
C[C@H]1CN([C@@H](C)CO)C(=O)Cc2cc(NC(=O)NC3CCCCC3)ccc2O[C@H]1CN(C)Cc1ccc(C(=O)O)cc1	13.9	-1.5	-0.8	-1.6	3.0	-5.0	0.0	-5.0
Cc1ccc(Nc2c(-c3ccco3)nc3ccccn23)cc1	.	-41.9	75.2*	1.2	-1.8	.	0.0	-25.7
Cc1cccc(NC(=O)CCC(=O)OCc2ccc(Br)cc2)c1	20.2	9.8	.	.	.	-7.3	0.5	.
Cc1cc(NC(=O)C(C)SCC(=O)Nc2nnc(CC(C)C)s2)no1 (stereo not drawn)	0.9	-1.0	-1.3	-0.8	4.1	-4.8	-0.1	0.4
CN(C)CCCNC(=O)/C(=C\c1ccc(-c2cccc([N+](=O)[O-])c2)o1)NC(=O)c1ccccc1	-3.8	-8.2	0.6	-3.3	5.3	-0.3	0.0	12.5
O=C(NCc1ccncc1)C(=O)N/N=C/c1ccccc1OCc1ccccc1	6.6	12.1	-0.8	-1.5	-5.1	0.8	0.0	-5.8
CCn1c(C)cc(/C=C2/SC(=O)N(C(C)C(=O)OC)C2=O)c1C (stereo not drawn)	7.9	-126.1	-1.4	0.0	5.3	1.5	0.0	-17.2
CCS(=O)(=O)N1CCC2(CC1)CN(S(=O)(=O)c1cn(C)cn1)[C@H](CO)c1[nH]c3cc(OC)ccc3c12	10.6	-17.2	2.6	0.4	.	.	0.0	-3.5
CN1c2ccc(-c3cccc(C#N)c3)cc2[C@H]2[C@H](CCN2S(=O)(=O)c2ccccc2F)[C@@H]1CO	4.7	1.3	-1.9	1.0	5.0	-1.3	0.1	0.9
CC1C=CCC2C(=O)N(c3cccc(C(=O)NCCc4ccccc4)c3)C(=O)C12 (stereo not drawn)	-8.7	-1.3	15.1	1.5	0.9	15.7	-0.1	2.7
CC(Oc1ccc2ccc(=O)oc2c1)C(=O)NC1CCN(Cc2ccccc2)CC1 (stereo not drawn)	0.8	3.2	-2.3	-0.8	-1.0	-9.8	0.0	-0.4
CC1CC(=O)Nc2ccccc2N1C(=O)CSc1nnnn1C(C)C (stereo not drawn)	-2.2	-3.8	-7.6	0.0	-2.8	-6.4	-0.1	-3.5
C[C@@H]1CCCCO[C@@H](CN(C)C(=O)NC2CCCCC2)[C@@H](C)CN([C@@H](C)CO)C(=O)c2cc(NC(=O)Nc3ccc(C(F)(F)F)cc3)ccc2O1	0.2	74.3*	3.4	1.8	1.2	0.8	0.0	3.6
CCN(Cc1nc(-c2ccc(C)cc2)no1)C(=O)c1ccco1	-1.7	-14.3	-0.7	-2.5	3.1	-6.5	0.4	-43.7
COc1ccc(C(=O)N2CCOC2CNC(=O)C(=O)NCc2ccccc2)cc1 (stereo not drawn)	.	0.5	-1.1	-2.4	5.3	.	0.4	-0.3
C[C@H](c1ccccc1)N1C[C@@H](COCc2ccccc2)Oc2cc(N3CC[C@@H](O)C3)ccc2S1(=O)=O	21.4	-13.6	?	6.2	-2.4	.	0.2	16.3
COCCNC(=O)C1CCCN(Cc2ccc(C#N)cc2)CC1 (stereo not drawn)	2.5	-3.0	-5.9	-0.3	-1.2	.	0.0	8.3
COc1ccc(CCN2CC(=O)N3CCc4ccc(N5CCOCC5)cc4C3CC2=O)cc1OC (stereo not drawn)	3.6	-0.5	?	-1.4	3.9	.	0.1	-6.4
CSc1ccc(NC(=O)Nc2ccc(C(=O)NCC(=O)O)cc2)cc1	0.2	-10.0	16.5	-0.6	-0.3	-13.4	0.1	-15.8
C[C@H](CO)N1C[C@H](C)[C@@H](CN(C)S(=O)(=O)c2ccc(Cl)cc2)Oc2c(NC(=O)Nc3ccc(C(F)(F)F)cc3)cccc2C1=O	20.2	.	8.1	-1.0	3.8	-9.2	-0.1	-1.2
COCCNC(=O)c1ccc2c(c1)nc(C)n2-c1cccc(Cl)c1	-4.0	-22.1	19.3	-2.1	0.4	-6.3	-0.1	-6.2
O=C(Nc1ccc2c(c1)CCC2)c1cccc(F)c1	-42.2	-254.4	-1.8	.	-14.7	-4.3	0.2	-71.5
CCOc1ccc(-c2c(C(=O)N/N=C/c3ccc(O)cc3)nnn2-c2nonc2N)cc1	3.5	7.5	-3.1	-1.5	2.2	0.8	0.6	-6.0
CN(Cc1ccccc1)C(=O)c1cccc(NC(=O)Cc2ccc(NC(=O)C3CCCN(C(=O)C4CC4)C3)cc2)c1 (stereo not drawn)	1.0	-5.2	?	1.7	-0.6	-3.0	0.0	-4.0
CC(C)(C)c1ccc(O)c(O)c1	-19.0	.	12.7	0.0	-1.2	.	.	22.3
CCCOc1ccc(-c2c(C(=O)N/N=C/c3ccsc3)nnn2-c2nonc2N)cc1	8.2	5.9	2.8	-4.1	-1.7	-2.8	0.0	0.4
Cc1ccc(S(=O)(=O)N(C)C[C@@H]2Oc3ccc(NS(C)(=O)=O)cc3C(=O)N([C@@H](C)CO)C[C@@H]2C)cc1	4.4	.	8.4	0.2	-2.8	-1.2	-0.1	-11.5
Cc1cc(Nc2cc(C)on2)n2ncnc2n1	2.2	-1.0	-3.0	-0.9	-4.1	-1.7	0.0	0.0
Cc1cccc(C)c1OCC(=O)Nc1ccc(S(=O)(=O)Nc2ccccn2)cc1	-2.6	-9.7	-2.5	.	-4.2	33.5	0.3	7.0
Cc1ccc(F)c([C@H]2C3C=CCC(c4ccccc4)C3C(=O)N2Cc2ccccc2)c1 (stereo partly drawn)	-3.7	3.9	-4.5	2.9	5.6	-3.7	0.0	21.9
Cc1cccc(C)c1OCCN1C(=O)NC(C)(c2ccccc2)C1=O (stereo not drawn)	-15.2	41.0	2.8	6.1	3.3	-12.9	-0.2	0.5
O=C(/C=C/c1ccc(S(=O)(=O)N2CCOCC2)cc1)NC(=S)NCCCn1ccnc1	-15.8	34.5	2.4	-0.7	4.4	-3.5	0.0	-44.6
Cn1c(=S)[nH]c2c(c1=O)C(C)(C)Cc1ccccc1-2	-7.0	7.0	1.3	3.7	-10.6	-0.6	0.1	11.8
C[C@H]1CN([C@@H](C)CO)C(=O)c2cc(NC(=O)c3ccncc3)ccc2O[C@@H]1CN(C)Cc1ccc2c(c1)OCO2	9.8	-9.5	-6.7	-0.9	-1.1	.	0.1	1.6
CC(C)N1C(=O)c2ccccc2NC(=O)C1C(=O)NCc1cccc(C(F)(F)F)c1 (stereo not drawn)	-6.2	6.4	-6.6	-2.7	1.4	.	0.0	4.8
C[C@H](CO)N1C[C@H](C)[C@H](CN(C)S(C)(=O)=O)Oc2ccc(NS(C)(=O)=O)cc2CC1=O	-4.3	.	8.3	-2.8	1.6	2.4	-0.1	1.0
O=c1c(F)cn(C2CCCO2)c(=O)n1Cc1ccccc1Cl (stereo not drawn)	.	.	-6.8	1.0	-2.1	21.6	.	7.7
CSCCCN1CCC(n2nccc2NC(=O)CCCc2ccccc2)CC1	-3.0	.	-4.9	2.9	0.7	0.3	0.1	3.3
